Bioassay records deposited in PubChem BioAssay by several laboratories.
Measles CPE = protection of cells from measles virus; Measles virus-infected cells, CPE protection, absorbance; protection (pct of control), % at 4 µM; 1.5% of 140,000 active; AID 841; in the data active = protection mostly above about 24%, no sharp cut-off; inactive = mostly below about 26%; note: some compounds called inactive have numbers as strong as hits
Phagocyt inh = inhibitors of macrophage phagocytosis; J774A.1 macrophage IgG-bead phagocytosis, imaging; inhibition, % at 5 µM; 0.07% of 110,000 active; AID 1029;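 active = inhibition above the mean of the plate negative controls plus 5 SD, cut at about 13% in these data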;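 note: phagocytic index as fraction of beads internalized from green versus red external bead signal; plate controls were DMSO negative control for no effect and cytochalasin-D positive control for full effect; some results beyond the cut were filed as inactive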
E-sel TNF inh = blocks E-selectin expression induced by TNF alpha; 0.71% of 120,000 active; inhibition, % at 2 µM; HUVEC TNFa-induced E-selectin immunofluorescence, high content;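 active = inhibition above the batch mean plus 3 SD, and confirmed as a hit on visual image review, cut at about 43% in these data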;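 note: 0% = TNF-stimulated DMSO wells and 100% = unstimulated control wells; not every result past the cut was called active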
GALR2 blocker = antagonists of human galanin receptor 2 (GALR2); O43603; GALR2-expressing cells, antagonist mode; inhibition, % at 4 µM; 0.39% of 140,000 active; AID 828; in the data active = inhibition above about 27%;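 note: cells stimulated with galanin 1-16 at roughly its EC80; 0% = agonist challenge control and 100% = basal control without agonist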
Target sequence (O43603 whole entry, looked up): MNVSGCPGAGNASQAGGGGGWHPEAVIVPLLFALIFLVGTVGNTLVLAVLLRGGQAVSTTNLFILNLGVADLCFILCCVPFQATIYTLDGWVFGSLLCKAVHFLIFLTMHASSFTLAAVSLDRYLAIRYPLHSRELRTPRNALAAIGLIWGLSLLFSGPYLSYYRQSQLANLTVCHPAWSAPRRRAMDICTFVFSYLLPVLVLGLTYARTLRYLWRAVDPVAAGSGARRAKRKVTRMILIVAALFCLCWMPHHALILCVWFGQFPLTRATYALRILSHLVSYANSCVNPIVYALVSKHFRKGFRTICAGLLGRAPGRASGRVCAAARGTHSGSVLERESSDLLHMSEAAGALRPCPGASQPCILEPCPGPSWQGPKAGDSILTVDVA
bCat KO growth = beta-catenin-lacking colon tumor cell growth suppression | viability, % at 10 µM | 1.5% of 140,000 active | HCT116 beta-catenin knockout viability, CellTiter-Glo, 60 h; active compounds read low;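 active = viability at or under a set limit, the compound median less 4 SD, cut at about 6% in these data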;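 note: 0% = Hyamine 1622 control at 20 µM and 100% = untreated cell control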
Yeast lifespan up = yeast lifespan extension; S. cerevisiae growth with nicotinamide, OD615; deaD strain in restrictive glucose medium; inhibition of the nicotinamide effect, % at 10 µM; 0.68% of 130,000 active; AID 775;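 active = inhibition above a set limit, placed 3 SD over the median of all compounds, cut at about 26% in these data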;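 note: 0% = nicotinamide-treated wells and 100% = cells grown without nicotinamide; some compounds called inactive have numbers as strong as hits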
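Test system – modified budding yeast, DeaD strain · Compound – single dose 10 µM compound, 0.25% DMSO · Times – culture preincubation 4 h, compound exposure 48 h, both 30 °C · Detection – optical density (absorbance) at 615 nm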
HCT116 PTEN-null = growth suppressors of cells with PTEN tumor suppressor deletion; HCT116 PTEN-null viability, CellTiter-Glo, 60 h; active compounds read low; viability, % at 10 µM; 1.2% of 140,000 active; AID 827;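 active = viability at or below a set limit, 4 SD under the median of all tested compounds, cut at about 3.7% in these data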;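 note: PTEN knockout HCT116 line with beta catenin targeted HCT116 as companion control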
BB579 growth dn = reduces growth of yeast BB579 in restrictive medium | 0.51% of 140,000 active | AID 804 | inhibition, % at 10 µM | S. cerevisiae BB579 growth, OD615, 48 h;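 active = inhibition above a set limit, 3 SD over the mean compound inhibition, cut at about 44% in these data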; note: inactives centre near -24
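Assay system – yeast BB579 (DeaD) · Dosing – single compound dose of 10 µM, 0.25% DMSO final · Detection – OD615 turbidity measurement · Buffer or medium – CSMM-D restrictive synthetic medium containing dextrose (glucose) · Benchmarks – positive control amphotericin B 10 µg/mL · Incubation – 48 h exposure, 30 °C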
MRP-1 activ = MRP-1 activation; H69AR cells + doxorubicin, viability rescue, CellTiter-Glo; viability increase, % at 10 µM; 0.61% of 140,000 active;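 active = viability gain under doxorubicin at or above a set limit, the compound median plus 3 SD, cut at about 4.7% in these data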;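 note: MRP-1 overexpressing cells given doxorubicin 25 µM after compound pretreatment; 18-22 h compound pretreatment then 72 h with doxorubicin before readout; 0% = doxorubicin-only wells and 100% = vehicle-treated cells without doxorubicin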
NPY Y2 blocker = blocks the human neuropeptide Y Y2 receptor. P49146. NPY-Y2 expressing cells, antagonist mode. inhibition, % at 2.7 µM. 0.99% of 140,000 active. AID 793; in the data active = inhibition above about 17%;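 note: 0% = vehicle with agonist challenge and 100% = reference antagonist with challenge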
Target sequence (P49146 whole entry, looked up): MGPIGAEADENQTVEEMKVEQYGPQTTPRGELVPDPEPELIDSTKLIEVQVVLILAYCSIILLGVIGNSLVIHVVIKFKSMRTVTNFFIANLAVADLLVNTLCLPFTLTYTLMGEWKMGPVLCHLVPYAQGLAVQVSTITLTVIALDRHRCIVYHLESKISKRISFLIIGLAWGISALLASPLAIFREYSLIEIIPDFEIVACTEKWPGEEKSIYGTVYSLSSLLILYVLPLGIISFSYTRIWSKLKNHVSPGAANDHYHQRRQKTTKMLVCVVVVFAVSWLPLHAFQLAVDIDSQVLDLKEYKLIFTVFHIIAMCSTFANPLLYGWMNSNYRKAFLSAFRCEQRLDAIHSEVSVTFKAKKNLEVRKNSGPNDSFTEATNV
Starred values were filed as active, the others as inactive; nt = no result given. Rows are unselected. About 6.2% of those tested had a hit in this group.

SMILES | Measles CPE | Phagocyt inh | E-sel TNF inh | GALR2 blocker | bCat KO growth | Yeast lifespan up | HCT116 PTEN-null | BB579 growth dn | MRP-1 activ | NPY Y2 blocker
Cn1c(Cn2cnc([N+](=O)[O-])n2)nnc1SCC(=O)Nc1ccccc1 | 5 | -4 | nt | -11 | 92 | 0 | 102 | -49 | -2.5 | 4
COc1cc(C(=O)Nc2ccccc2C2COC(=O)C2=N)cc(OC)c1OC (stereo not given) | 27 | -3 | nt | -3 | 91 | -2 | 92 | -6 | -2.7 | 2
CCOc1ccc2[nH]cc(S(=O)(=O)c3ccc(F)cc3)c(=O)c2c1 | 1 | 0 | nt | -4 | 77 | -21 | 78 | 12 | 0.5 | 3
COc1cccc(C2CC(=O)N3CN(c4ccccc4F)CSC3=C2C#N)c1 (stereo not given) | 4 | nt | 10 | -10 | 95 | -7 | 89 | 11 | -3.0 | 0
CC1=NN(C(C#N)c2cccc([N+](=O)[O-])c2)C(C)(C)C1 (stereo not given) | 11 | -5 | nt | -17 | 101 | 7 | 105 | -49 | -1.2 | 1
Cc1cc2occ(CC(=O)NC3CCCc4ccccc43)c2cc1C (stereo not given) | 16 | -5 | nt | -9 | 82 | 3 | 80 | -20 | 0.5 | 14
O=C(Nc1ccc(Oc2ccc(S(=O)(=O)N3CCOCC3)cn2)cc1)c1ccco1 | 4 | nt | -10 | 12 | 93 | -7 | 97 | -49 | -4.3 | -2
CC(=O)c1cc(-c2ccccc2)n(CC(=O)N2CCC(C)CC2)c1C | 39 | nt | 3 | 3 | 77 | nt | 81 | -5 | -2.4 | 3
O=C(c1ccccc1NS(=O)(=O)c1ccc(F)cc1)N1CCCC1 | 12 | -1 | 7 | -15 | 90 | 2 | 101 | -70 | -0.5 | 2
CCOC(=O)c1cc(-c2ccc(C)cc2)n(CCC(=O)NCCN(C)C)c1C | 15 | 1 | nt | 1 | 85 | -5 | 90 | -8 | -2.7 | 4
COc1ccc(CNC(=O)Cn2nc(Cc3cccnc3)c3ccccc3c2=O)cc1 | 6 | 0 | 30 | 8 | 101 | 2 | 106 | -22 | -3.3 | 1
COCCN1C=C(C(=O)OC)C(c2ccccc2C(F)(F)F)C(C(=O)OC)=C1 | 1 | 4 | -1 | -2 | 93 | -4 | 90 | -39 | -2.5 | 1
FC(F)(F)c1cc(C(F)(F)F)n2nc(-c3sccc3-n3cccc3)cc2n1 | 7 | nt | -2 | 0 | 80 | 3 | 97 | -29 | -1.7 | 3
Cc1cc(C)cc(Oc2ncnc3c2ncn3Cc2c(Cl)cccc2Cl)c1 | 7 | -2 | -2 | -22 | 95 | -4 | 88 | -15 | 0.0 | 9
COC(=O)C1(C(O)C(=O)c2ccc(C)cc2C)CCCCC1 (stereo not given) | 10 | nt | nt | -10 | 79 | 6 | 91 | -66 | -0.9 | 4
Cc1cccc(-c2noc(CN(C(C)C)S(=O)(=O)c3ccc(F)cc3)n2)c1 | 5 | -1 | -4 | 5 | 112 | -2 | 96 | -62 | 1.3 | 6
Cc1c(C(=O)Nc2ccccc2Cl)oc2ccc(S(=O)(=O)N3CCC4(CC3)OCCO4)cc12 | 5 | 1 | -10 | 4 | 70 | 3 | 64 | -49 | -1.8 | 1
Clc1cccc(-c2nnc(SCc3nc4ccccc4[nH]3)n2Cc2ccco2)c1 | 20 | 0 | 32 | 6 | 88 | -12 | 85 | -24 | -1.6 | 4
CCNc1nc(NCC)n2c(SCc3nc4ccccc4c(=O)[nH]3)nnc2n1 | 5 | -1 | -30 | 4 | 90 | 5 | 88 | -30 | -2.5 | -1
O=C(Oc1ccccc1[N+](=O)[O-])c1cccnc1 | 29* | -3 | 10 | 6 | 96 | -12 | 103 | 19 | -0.5 | 0

Just bCat KO growth (2 entries from above):
compound | bCat KO growth
O=C(Oc1ccccc1[N+](=O)[O-])c1cccnc1 | 96
COc1ccc(CNC(=O)Cn2nc(Cc3cccnc3)c3ccccc3c2=O)cc1 | 101

Next section
SMILES | Measles CPE | Phagocyt inh | E-sel TNF inh | GALR2 blocker | bCat KO growth | Yeast lifespan up | HCT116 PTEN-null | BB579 growth dn | MRP-1 activ | NPY Y2 blocker
Cc1ccc(-n2c(C)cc(C(=O)COc3cccnc3[N+](=O)[O-])c2C)cc1 | 8 | -6 | nt | 3 | 78 | 4 | 61 | -36 | -2.1 | -1
O=C1CC(N(CCc2ccccc2)C(=S)Nc2ccccc2)C(=O)N1c1ccccc1 (stereo not given) | 5 | nt | 5 | -3 | 75 | 3 | 78 | -30 | -5.1 | 3
Cc1cccc(Nc2nc(N)nc(CN3CCC(C)CC3)n2)c1C | 15 | nt | 9 | -3 | 80 | nt | 88 | -19 | -3.1 | 2
CC(Oc1ccc(F)cc1)C(=O)Nc1ccc2ccccc2c1 (stereo not given) | 7 | 0 | nt | -12 | 91 | -9 | 77 | -24 | 0.4 | 16
C/C(=N\NC(=O)c1nn(C)cc1Br)c1cccc(NC(=O)c2ccncc2)c1 | 6 | -4 | 2 | 22 | 93 | -3 | 102 | -20 | 1.6 | 0
CCc1cc2c(=O)n(-c3ccc(C)cc3)cnc2s1 | 5 | nt | 1 | -5 | 87 | nt | 86 | -24 | 2.2 | 1
O=C(NC(=S)NCc1ccc(F)cc1)c1ccccc1 | 3 | 0 | -20 | -6 | 95 | -4 | 91 | -21 | -2.1 | 6
CCCCNC(=O)C1CC(=O)N(C2CCCC2)C1 (stereo not given) | 5 | 1 | -50 | 5 | 106 | -10 | 115 | -17 | 0.3 | 3
COc1ccc(NC(=O)N2CCCc3ccccc32)cc1 | 4 | -1 | -10 | 8 | 94 | -8 | 97 | -27 | -0.2 | -1
O=C(CSc1nnc(-c2ccc3c(c2)OCO3)n1-c1ccccc1)c1ccccc1 | 18 | -2 | nt | -3 | 93 | 2 | 51 | -45 | -4.2 | 7
COCCNC(=O)CCc1ccc(S(=O)(=O)Nc2ccc(C)cc2)cc1 | 7 | 0 | -8 | 2 | 104 | -4 | 107 | -31 | -0.6 | 1
Cc1ccc([N+](=O)[O-])cc1N=C(c1cccc(Br)c1)N1CCOCC1 | 8 | 2 | -38 | -2 | 79 | -4 | 80 | 11 | -2.9 | 5
CC(Sc1nc(-c2ccccc2)cc(C(F)(F)F)n1)C(=O)N1CCCCC1 (stereo not given) | 2 | nt | 0 | -1 | 54 | -8 | 57 | 12 | -2.4 | 10
COc1ccc(-c2cc(-c3ccc(F)cc3)nc(N3CCN(C)CC3)n2)cc1 | 3 | nt | 6 | 3 | 3.3* | -15 | 3.4* | -45 | 1.8 | 7
Nc1nc(CN2CCC(Cc3ccccc3)CC2)nc(Nc2ccccc2)n1 | 4 | -1 | -21 | -14 | 56 | -10 | 69 | -3 | -1.5 | 19*
CC(C)C(c1nnnn1C1CCCC1)N(C)C1CCCCC1 (stereo not given) | 18 | -1 | -18 | -8 | 81 | -1 | 82 | -27 | -3.7 | 5
Cc1cccc(NC(=O)CC2CCC2)c1 | 1 | -1 | -48 | -4 | 76 | -15 | 86 | -57 | -1.3 | 3
COc1ccc(OC)c(NC(=O)c2cccc(S(=O)(=O)N(Cc3ccccc3)c3ccccc3OC)c2)c1 | 19 | 3 | nt | 4 | 84 | 1 | 78 | -15 | -2.4 | 2
COc1cc(C2NC(=O)NC(O)(C(F)(F)F)C2C(=O)c2ccc(Cl)cc2)ccc1O (stereo not given) | 10 | nt | -26 | -7 | 89 | -17 | 85 | -48 | -2.4 | 4
COC(=O)c1c(CSc2ccc(C)c(C)c2)noc1C(=O)NCc1ccc(OC)cc1 | 23 | 1 | -26 | -26 | 74 | 1 | 78 | -37 | 2.0 | 22*
COc1ccc(C(=O)OCC(N)=O)cc1[N+](=O)[O-] | 12 | -5 | nt | 7 | 89 | 3 | 96 | -29 | 0.5 | 2
Cc1cc(=O)oc2ccc(OCC(=O)N3CCC(C)CC3)cc12 | 10 | -1 | -3 | -7 | 106 | 12 | 114 | -39 | -1.1 | 1
O=C(CN(Cc1ccccc1Cl)C(=O)Cn1nnc(-c2cccs2)n1)NCC1CCCO1 (stereo not given) | 3 | nt | 55 | -5 | 79 | -3 | 92 | -45 | -2.4 | -1
Cc1ccccc1OCCCCCNCCO | 28 | -2 | -25 | 7 | 92 | -4 | 101 | -59 | -1.8 | 4
c1ccc(C(c2nnnn2Cc2ccco2)N2CCN(c3nc4ccccc4s3)CC2)cc1 (stereo not given) | 21 | nt | nt | 0 | 59 | nt | 66 | -25 | 3.2 | 5
O=C(NCc1ccco1)c1cc(-c2ccco2)on1 | 85* | -1 | nt | 8 | 83 | -9 | 86 | -8 | -4.7 | 1
Cc1nnc(SCc2cn3ccsc3n2)n(N)c1=O | 11 | -1 | -14 | 0 | 97 | -1 | 93 | -27 | 0.1 | 1
O=C1/C(=C/c2ccc(F)cc2)SC(=S)N1Nc1ncc(C(F)(F)F)cc1Cl | 6 | 2 | -23 | 8 | 109 | -9 | 87 | -53 | 3.6 | 7
CCOC(=O)c1csc(NC(=O)c2ccccc2)n1 | 5 | 0 | -1 | 13 | 78 | -13 | 78 | -4 | 1.2 | 3
CCn1c(COc2ccccc2)nnc1SCC(=O)c1cccc([N+](=O)[O-])c1 | 4 | -1 | -13 | -12 | 73 | -14 | 74 | -50 | -3.6 | 0
Cc1noc(NS(=O)(=O)c2ccc(NC(=O)COc3ccc(Cl)cc3Cl)cc2)c1C | 1 | 0 | -16 | -8 | 86 | -25 | 84 | -31 | -2.3 | 2
CC(=O)c1c(C)[nH]c(C(=O)Nc2cccc(S(=O)(=O)N3CCOCC3)c2)c1C | 6 | nt | -14 | -1 | 67 | -2 | 71 | -42 | -2.9 | 3
Cc1nc2nc[nH]n2c(=O)c1CC(=O)O | 16 | 1 | -9 | 17 | 94 | -6 | 95 | -36 | -0.9 | 3
Cc1ccc(NC(=O)c2cccc(OCc3c(C)noc3C)c2)cc1S(=O)(=O)Nc1ccccc1Cl | 16 | 1 | 2 | -8 | 97 | 7 | 97 | -37 | -3.6 | 0
COc1ccc(N2C(=O)CC(N3CCC(c4nc5ccccc5[nH]4)CC3)C2=O)cc1 (stereo not given) | 19 | 0 | 6 | -2 | 94 | 0 | 104 | -55 | 2.1 | 4
CCCCCCC1CC(CCc2nc(=S)[nH][nH]2)C(=O)O1 (stereo not given) | 11 | -2 | 14 | 1 | 96 | 7 | 103 | -34 | -3.4 | 7
COC(=O)c1ccccc1S(=O)(=O)NC(=O)c1ccccc1 | 6 | nt | 9 | 5 | 94 | -1 | 102 | -37 | -1.8 | 2
CCOc1ccc(N(CC(=O)N2CCc3ccccc32)S(=O)(=O)c2c(C)noc2C)cc1 | 15 | -1 | 24 | -5 | 57 | -1 | 57 | 24 | -3.5 | 6
COc1ccc(N(CC(=O)NCc2ccco2)S(C)(=O)=O)cc1OC | 14 | 1 | 5 | 2 | 98 | -2 | 109 | -30 | -0.7 | -2
